Screens: PubChem BioAssay, several laboratories
S1P2 blocker – antagonists of human S1P2 receptor; O95136; inhibition, % at 5 µM; actives 0.21% (n = 97,000); cell-based S1P2 antagonist assay, inhibition at 5 uM; AID 736; in the data active = inhibition above about 45%;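 note: CRE beta-lactamase reporter cells expressing human S1P2 stimulated with S1P; 0% = agonist at EC80 alone and 100% = agonist plus reference antagonist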
Target sequence (O95136 whole entry, looked up): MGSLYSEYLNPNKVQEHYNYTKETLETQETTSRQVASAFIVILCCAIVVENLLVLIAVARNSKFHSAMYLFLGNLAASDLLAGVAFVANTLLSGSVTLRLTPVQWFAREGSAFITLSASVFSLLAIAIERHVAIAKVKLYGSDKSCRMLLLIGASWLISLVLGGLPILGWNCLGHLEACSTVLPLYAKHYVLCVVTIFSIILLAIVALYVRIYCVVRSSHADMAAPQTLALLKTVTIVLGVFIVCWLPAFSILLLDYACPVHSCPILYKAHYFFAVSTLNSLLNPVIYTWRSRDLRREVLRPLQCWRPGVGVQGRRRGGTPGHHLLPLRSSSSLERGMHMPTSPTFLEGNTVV
Lung fibro prol – blocks proliferation of human lung fibroblasts. LL 47 human lung fibroblast viability, ATP luminescence; hits give low values. viability, % at 10 µM. actives 1.1% (n = 85,000). AID 719;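 active = viability at or below 50% in the single dose screen; inactive = viability above 50%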;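 note: compound exposure lasted 72 h before the ATP readout; 100% = median luminescence of untreated cell-only wells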
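Test system: LL 47 human lung fibroblasts / Incubation: 72 h compound exposure at 37 °C after overnight plating / Technique: luminescent ATP detection, CellTiter-Glo / Compound dosing: 0.1% DMSO in all compound wells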
S1P2 ag – activates the human S1P2 receptor | O95136 | S1P2-expressing cell line, agonist reporter read-out | activation, % at 4.5 µM | actives 0.46% (n = 97,000) | AID 729; in the data active = activation above about 16%;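 note: 0% = vehicle low control and 100% = maximal reference agonist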
H69AR inhibit – blocks growth of human H69AR lung tumor cells. H69AR lung tumor viability, ATP luminescence, 72 h; hits give low values. viability, % at 10 µM. AID 598. actives 6% (n = 85,000);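 active = viability at or below 40%; inactive = viability above 40%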;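 note: multidrug resistant small cell line overexpressing MRP-1 efflux transporter; 100% = mean luminescence of untreated control wells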
sEH act – increases human soluble epoxide hydrolase activity | purified human sEH enzymatic activity, activator screen | P34913 | activation, % at 2 µM | actives 0.04% (n = 91,000); in the data active = activation above about 37%; note: values of inactives mirror those of a sister screen read the other way
Target sequence (P34913 whole entry, looked up): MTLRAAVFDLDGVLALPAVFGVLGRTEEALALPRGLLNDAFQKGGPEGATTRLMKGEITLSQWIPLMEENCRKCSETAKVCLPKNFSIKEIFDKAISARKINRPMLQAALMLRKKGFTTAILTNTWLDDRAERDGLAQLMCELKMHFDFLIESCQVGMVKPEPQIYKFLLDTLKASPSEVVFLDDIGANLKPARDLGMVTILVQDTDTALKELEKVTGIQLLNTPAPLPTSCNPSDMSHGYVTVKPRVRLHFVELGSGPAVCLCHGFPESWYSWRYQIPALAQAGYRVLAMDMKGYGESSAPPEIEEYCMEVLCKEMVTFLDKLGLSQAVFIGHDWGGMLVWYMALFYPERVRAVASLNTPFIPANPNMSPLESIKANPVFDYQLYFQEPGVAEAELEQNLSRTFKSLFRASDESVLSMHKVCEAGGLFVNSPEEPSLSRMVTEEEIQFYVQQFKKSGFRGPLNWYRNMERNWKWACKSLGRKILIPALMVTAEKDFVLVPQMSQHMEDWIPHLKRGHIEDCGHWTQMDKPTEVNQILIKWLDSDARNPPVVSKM
HUVEC prolif 384 – blocks proliferation of human endothelial cells. HUVEC proliferation, CellTiter-Glo luminescence, 72 h; hits give low values. viability, % at 10 µM (by protocol). actives 1.1% (n = 86,000);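 active = viability at or below 30%; inactive = viability above 30%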;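 note: 100% = median luminescence of DMSO-only cell control wells on each plate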
LYP act – activators of human LYP (PTPN22) phosphatase; activation, % at 2 µM; actives 0.11% (n = 96,000); recombinant LYP, DiFMUP fluorescence; 0 = plate median, 100 = signal doubled; Q9Y2R2; AID 697;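 active = activation at 2 µM above a set limit, the mean plus 5 SD, cut at about 37% in these data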
sEH inh – soluble epoxide hydrolase (human) inhibition. P34913. recombinant human sEH enzymatic activity assay. inhibition, % at 2 µM. actives 0.34% (n = 91,000); in the data active = inhibition above about 80%; note: values of inactives mirror those of a sister screen read the other way; many of its hits are not listed in these tables
PostGolgi ctrl – growth of the yeast control strain, post-Golgi counter-screen; efflux-deficient yeast background strain, growth absorbance A615, 16 h; inhibition, % at 10 µM; actives 5% (n = 98,000); in the data active = inhibition above about 30%
* hit, by the source's call; / = not tested or not shown. Not all compounds are listed. The share of hits here may be higher or lower than overall.

SMILES	S1P2 blocker	Lung fibro prol	S1P2 ag	H69AR inhibit	sEH act	HUVEC prolif 384	LYP act	sEH inh	PostGolgi ctrl
O=C1CC(C(=O)NCc2ccccc2)C2(CCCC2)O1 (configuration not stated)	8.6	98.3	-2.3	95.8	-0.6	104.0	-11.4	-1.8	0.6
CC(NC(=O)CSc1ncnc2nc[nH]c12)c1ccccc1 (configuration not stated)	-11.3	96.4	2.0	101.5	-4.6	97.0	-13.1	6.4	-4.4
CCOC(=O)Nc1ccc2c(c1)nc(CN1CCOCC1)n2C	-37.8	97.1	-4.5	89.2	-0.3	94.3	2.8	1.6	2.7
Cc1ccc(CN2C(=O)CCC2C(=O)NCCCN2CCC(C)CC2)cc1 (configuration not stated)	-18.3	99.2	-0.9	85.8	-0.9	89.1	-10.4	3.8	-3.6
COc1ccc(N=C(N(C)C)P(=O)(N(C)C)N(C)C)cc1	1.0	98.0	-4.6	104.8	-2.2	102.5	-0.1	3.4	5.8
CCOC(=O)CSc1nnc(CNC(=O)Cc2ccccc2)n1-c1ccccc1OC	-31.5	98.0	-0.8	84.3	1.4	101.5	-8.1	-3.1	-5.2
CC(C)(C)c1ccc(-c2nnc(SCCN3C(=O)c4ccccc4C3=O)o2)cc1	-18.1	100.9	-7.9	102.2	-23.4	102.5	0.3	21.9	33.4*
O=c1[nH]c2ccccc2n1CCCSc1cnc2ccccc2n1	-42.4	94.7	-3.5	38.3*	20.6	78.9	8.2	-23.6	42.9*
Cc1ccc(S(=O)(=O)NCC(=O)OCC(=O)N2CCc3ccccc32)cc1	0.6	97.9	-5.3	98.1	6.2	101.5	-10.0	-6.1	-0.9
CC1(C)CC(=O)C2=C(C1)N(CCN1CCOCC1)C1=C(C(=O)CC(C)(C)C1)C2c1cccc(Cl)c1	-8.0	92.6	5.5	50.2	/	93.2	5.1	/	6.5
COCC(=O)NCCc1nc(-c2ccccc2)cs1	18.6	108.6	-10.3	99.4	/	90.2	-3.9	/	-1.6
CCOC(=O)N1CCC(NC(=O)C2CCN(C(=O)N3CCOc4ccccc43)CC2)CC1	-21.4	96.6	-0.6	96.9	-53.3	101.3	2.4	54.2	-0.5
CCOC(=O)C(C(=O)OCC)C1CS(=O)(=O)CC1C(C(=O)OCC)C(=O)OCC (configuration not stated)	-10.2	98.8	-5.8	90.3	-6.0	96.2	-10.7	5.7	/
NC1=NC2(CCCCC2)N=C(Nc2ccc(F)cc2F)N1	5.6	/	-2.0	/	-7.1	/	2.4	5.5	-5.4
CCOc1ccccc1N1CC(C(=O)N2CCc3ccccc32)CC1=O (configuration not stated)	-6.2	102.7	-0.5	87.0	5.0	92.2	-1.9	-2.1	9.8
Cc1cc(NC(=O)c2noc3c2CCCC3)nn1Cc1ccc(Cl)cc1	-3.9	111.7	-3.2	100.8	/	99.0	-8.6	/	22.5
CCOC(=O)C1=C(C)OC(N)=C(C#N)C1c1cc2c(cc1Br)OCO2 (configuration not stated)	-4.0	91.8	-5.4	30.0*	3.2	89.0	-8.4	-1.8	8.3
Cc1c(C(=O)Nc2ccncc2)sc2nc(-c3ccccc3)cn12	/	92.7	/	81.5	/	100.6	/	/	3.5
COC(=O)[C@H](C)NC(=O)NC1CCN(Cc2ccccc2)CC1	-14.5	97.2	-6.0	84.6	-7.0	90.6	1.7	6.3	-0.5
O=C(OCC(=O)N1CCN(C(=O)c2ccco2)CC1)c1ccccc1C(=O)c1ccc(Cl)cc1	0.8	95.0	-6.3	71.5	3.1	101.6	-3.9	-2.6	0.3
C1CN(CC23CC4CC(CC(C4)C2)C3)CCO1	-4.8	94.0	-5.5	87.8	7.4	90.6	5.4	-2.2	/
Cc1noc(C)c1COc1ccc(C(=O)OCC(=O)c2ccc3c(c2)OCCO3)cc1	3.6	96.9	-2.1	98.5	-18.7	60.2	6.1	18.1	9.7
Clc1ccc2[nH]c3c(NCCN4CCOCC4)ncnc3c2c1	/	87.0	/	64.9	/	100.0	/	/	30.4*
COC(=O)c1ccc(Cn2c(C)cc(C)[n+]2C)o1	-34.1	104.2	-0.6	100.6	20.5	94.5	8.7	-19.6	-3.0
O=C(COC(=O)c1cccc(S(=O)(=O)N2CCc3ccccc32)c1)NC1CCS(=O)(=O)C1 (configuration not stated)	5.5	92.0	-6.2	89.4	-1.1	108.6	7.9	2.4	3.5
CCOc1cc(C2C(C(=O)OC)=CN(C3CCCC3)C=C2C(=O)OC)cc(Br)c1O	-27.7	96.9	7.1	80.7	5.6	102.2	10.3	-3.5	38.7*
O=C(Nc1nnc(CCc2ccccc2)s1)c1cccs1	-14.3	/	-1.3	90.8	-0.5	100.7	-3.1	2.5	0.2
O=C(N1CCCCCC1)N1CCN(C(=O)N2CCCCC2)CC1	-11.2	100.8	-1.3	88.0	3.7	95.2	-2.2	-2.5	-3.9
N#C/C(=C\c1ccc[nH]1)S(=O)(=O)c1ccccc1	-4.0	89.6	-1.5	91.6	2.5	93.7	3.1	1.7	18.8
Cc1ccc(C2NC(=S)NC3=C2N2CCC3CC2)cc1 (configuration not stated)	11.1	95.4	-2.3	94.1	3.8	98.3	-4.7	-0.3	11.5
Cc1sc(NC(=O)CCCC(=O)O)c(C#N)c1C	12.0	108.2	-3.4	91.8	-9.8	101.1	-1.3	10.0	-2.8
N#CC1=C(O)C(c2ccccc2)n2c1nc(=O)c1ccccc12 (configuration not stated)	12.5	101.0	-5.6	84.3	-11.7	96.3	-7.0	11.4	1.4
O=C(CSCc1ccc(Cl)cc1)NCc1ccc2c(c1)OCO2	-15.4	108.9	-9.2	107.5	-8.5	77.0	14.4	6.7	10.6
Nn1cnnc1SCC(=O)Nc1ccc2c(c1)OCCO2	-4.9	99.1	-5.1	94.4	6.6	95.4	1.2	-7.6	-1.2
CCOC(=O)c1sc(=S)n(CC)c1NC(=O)C1CC1	8.7	106.6	-3.6	91.5	-1.5	94.5	21.6	3.6	-4.6
Cc1nn(CC(=O)Nc2ccc3c(c2)nc2n3CCOC2)c(=O)c2ccccc12	-7.8	106.6	-3.6	76.8	-7.9	98.1	0.4	8.6	-1.9
CCc1nnc(NC(=O)C2CC(=O)N(c3ccc(C)cc3)C2)s1 (configuration not stated)	6.2	106.0	-8.6	104.8	-2.9	102.1	-2.3	3.4	-3.8
c1ccc2c(c1)CCN(c1ncnc3nc[nH]c13)C2	/	91.8	/	96.3	/	92.3	/	/	-1.4
O=C(Cc1ccc(Cl)cc1)NCCN1CCCC1	-7.4	97.1	-0.1	102.9	/	87.3	-8.1	/	18.4
O=C(CSc1nnc(Cc2cccs2)n1Cc1ccco1)Nc1ccc(Cl)cc1Cl	15.7	101.8	-5.8	70.2	-9.2	89.6	2.5	6.5	25.4
COc1cccc(C2=NOC(C(=O)NCC3CCCO3)C2)c1 (configuration not stated)	8.9	92.4	-3.8	95.3	14.2	92.4	-10.5	-15.1	25.1
O=c1[nH]c(SCc2ccc(Cl)cc2)nc2c1CCC2	/	93.9	/	98.6	/	87.9	/	/	16.7
CCCCOc1ccccc1C1C(C(=O)OC)=CN(CC)C=C1C(=O)OC	-47.2	85.2	24.0*	89.3	12.6	91.5	5.1	-12.4	29.2
COc1ccc(C(=O)CCC(=O)N2CCN(c3ccc(N4CCOCC4)nn3)CC2)cc1	14.1	104.4	-3.8	99.3	7.0	111.4	3.7	-9.8	-0.2
COc1ccc(NCc2nnc(SCC(=O)Nc3ccccc3OC)o2)cc1	2.8	98.8	-8.8	87.2	-2.4	94.4	3.8	2.6	-3.7
Cc1ccc(CC(CC(=O)NCCc2ccc3c(c2)OCO3)C(=O)O)cc1 (configuration not stated)	-4.1	98.7	-0.1	99.1	2.1	93.5	9.8	-1.1	-4.9
Cc1sc2ncnc(NCCCn3ccnc3)c2c1C	-6.1	98.4	-5.8	99.9	-8.9	94.7	4.6	8.5	7.0
COc1cccc(Nc2nc(CC(C)=O)ns2)c1	-23.9	100.4	-2.4	99.5	3.0	87.4	-0.6	-0.1	3.9
CCOc1ccc(S(=O)(=O)n2c(C)nc3ccccc32)cc1	3.7	85.9	-6.1	105.8	16.3	106.2	-4.8	-17.4	3.4
CCOC(=O)C1=C(C)NC(=O)NC1c1ccoc1 (configuration not stated)	14.4	/	-4.3	/	/	/	-5.5	/	7.4
Cc1ccc(C2=[N+]([O-])C(C)(C)CC2)cc1	6.9	97.6	-5.2	100.6	-2.3	83.7	12.2	1.2	32.5*
CN(c1ccccc1C(=O)N1CCCC1)S(C)(=O)=O	7.2	96.5	-3.5	88.4	8.9	102.3	-1.5	-9.4	-0.3
COc1ccc(C(=S)N2CCCC2)cc1	15.5	95.5	-1.3	97.0	-3.4	96.4	3.3	4.0	/
Cc1ccc(O)c(C(=O)CC(=O)c2cccc(F)c2)c1	/	69.8	/	13.1*	/	14.7*	/	/	34.0*
O=C(O)CCC1=C2c3ccccc3CCN2C(=O)CC1	-9.1	106.5	2.0	78.3	8.3	93.1	-2.7	-3.0	28.3
COC(=O)C(CC(C)C)NC(=O)C(N)Cc1ccccc1 (configuration not stated)	15.2	/	-4.0	/	10.9	/	5.3	-9.6	11.2
Cc1cc(-c2nnc(SCc3cccnc3)o2)no1	14.3	100.5	-6.7	81.6	-2.4	99.7	8.1	3.9	5.3
COc1ccc(NC(=S)NC(NC(=O)c2ccccc2Cl)C(Cl)(Cl)Cl)c([N+](=O)[O-])c1 (configuration not stated)	0.8	85.2	-9.4	80.5	-3.0	83.5	-0.3	2.3	16.1
CC(C)(C)c1ccc(C(=O)CC(=O)c2cc(Cl)ccc2O)cc1	1.3	46.3*	-8.0	25.3*	-7.9	7.6*	2.9	7.8	27.7
Cc1ccc(NC(=O)NC2CCN(CC(=O)Nc3nccs3)CC2)cc1	-10.2	99.7	-4.2	75.3	-39.9	97.6	13.4	40.1	0.8

Printed as active in S1P2 ag, among the entries above:
| compound | S1P2 blocker | S1P2 ag | sEH act | LYP act | sEH inh |
| --- | --- | --- | --- | --- | --- |
| CCCCOc1ccccc1C1C(C(=O)OC)=CN(CC)C=C1C(=O)OC | -47.2 | 24.0* | 12.6 | 5.1 | -12.4 |

Whole records as entered above. Screens in order: S1P2 blocker | Lung fibro prol | S1P2 ag | H69AR inhibit | sEH act | HUVEC prolif 384 | LYP act | sEH inh | PostGolgi ctrl
CN(c1ccccc1C(=O)N1CCCC1)S(C)(=O)=O in the list: 7.2 | 96.5 | -3.5 | 88.4 | 8.9 | 102.3 | -1.5 | -9.4 | -0.3
Cc1sc2ncnc(NCCCn3ccnc3)c2c1C in the list: -6.1 | 98.4 | -5.8 | 99.9 | -8.9 | 94.7 | 4.6 | 8.5 | 7.0
Cc1ccc(O)c(C(=O)CC(=O)c2cccc(F)c2)c1 in the list: / | 69.8 | / | 13.1* | / | 14.7* | / | / | 34.0*
COc1cccc(Nc2nc(CC(C)=O)ns2)c1 in the list: -23.9 | 100.4 | -2.4 | 99.5 | 3.0 | 87.4 | -0.6 | -0.1 | 3.9
CCOc1ccc(S(=O)(=O)n2c(C)nc3ccccc32)cc1 in the list: 3.7 | 85.9 | -6.1 | 105.8 | 16.3 | 106.2 | -4.8 | -17.4 | 3.4

(list continues)
SMILES	S1P2 blocker	Lung fibro prol	S1P2 ag	H69AR inhibit	sEH act	HUVEC prolif 384	LYP act	sEH inh	PostGolgi ctrl
CC1(C)NC(=O)N(CC(=O)Nc2nc(-c3ccc(F)cc3)cs2)C1=O	-8.6	/	-3.7	/	-1.1	/	0.7	0.8	1.3
COc1ccc(NC(=O)c2cccc(OC(F)F)c2)cc1Cl	-4.3	/	1.1	/	-30.6	/	-4.4	31.5	-1.5
CCCCNC(=O)COC(=O)c1ccc(Cl)c(S(=O)(=O)N2CCCC2)c1	-0.2	/	0.0	/	-1.9	/	12.4	4.6	6.0
CN1CCC(OC(=O)COc2ccccc2)CC1	0.4	97.7	-9.2	100.5	13.4	87.6	7.2	-12.8	15.8
Cc1cccc(N/C(N)=N/c2nc(C)cc(C)n2)c1	9.6	/	-1.4	/	-1.2	/	-10.6	3.5	-5.1
